Assay outcomes from PubChem.
HDAC3 inh – blocks human histone deacetylase 3. O15379. recombinant HDAC3, fluorogenic peptide/trypsin coupled, fluorescence. inhibition, % at 8.3 µM. 320,000 tested, 0.15% active. AID 2718; in the data active = inhibition above about 26%, passing the limit was not always enough
Target sequence (O15379 whole entry, looked up): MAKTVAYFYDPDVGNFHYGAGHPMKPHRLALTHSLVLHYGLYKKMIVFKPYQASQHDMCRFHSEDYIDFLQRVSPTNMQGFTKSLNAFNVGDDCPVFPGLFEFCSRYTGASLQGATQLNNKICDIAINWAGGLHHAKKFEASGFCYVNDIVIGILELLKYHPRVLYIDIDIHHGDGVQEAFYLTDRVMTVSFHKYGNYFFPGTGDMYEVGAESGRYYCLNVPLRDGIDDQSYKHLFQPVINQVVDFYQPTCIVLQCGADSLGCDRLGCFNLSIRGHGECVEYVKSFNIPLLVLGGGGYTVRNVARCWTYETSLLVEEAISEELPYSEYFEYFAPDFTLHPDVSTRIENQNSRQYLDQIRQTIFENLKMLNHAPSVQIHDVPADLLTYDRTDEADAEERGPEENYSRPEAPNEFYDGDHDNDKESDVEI
KCNK3 block – human KCNK3 channel inhibition, primary screen; O14649; CHO-KCNK3 thallium flux, FluxOR fluorescence; hits give low values; B-score at 10 µM; 340,000 tested, 0.84% active; AID 602410;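 active = B-score under library mean minus 4 SD, starting fluorescence ratio at most library mean plus 5 SD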;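 note: more negative B-score means stronger inhibition of thallium flux through KCNK3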
Target sequence (O14649 whole entry, looked up): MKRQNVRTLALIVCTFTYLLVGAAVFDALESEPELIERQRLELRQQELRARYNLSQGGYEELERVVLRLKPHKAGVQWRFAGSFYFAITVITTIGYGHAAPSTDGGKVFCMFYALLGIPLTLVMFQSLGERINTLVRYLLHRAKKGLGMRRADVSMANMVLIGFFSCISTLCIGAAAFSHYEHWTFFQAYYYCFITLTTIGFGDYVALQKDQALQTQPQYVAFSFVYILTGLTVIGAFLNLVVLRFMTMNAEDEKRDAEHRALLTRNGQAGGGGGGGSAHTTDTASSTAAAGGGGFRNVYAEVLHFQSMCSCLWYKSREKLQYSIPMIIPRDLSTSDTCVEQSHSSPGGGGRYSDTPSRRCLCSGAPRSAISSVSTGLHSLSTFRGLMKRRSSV
Starred values were filed as active, the others as inactive; i = inactive; . = not tested or not shown. Not all compounds are listed; rates above refer to the full screens.

SMILES | HDAC3 inh | KCNK3 block
CN(C(=O)c1cccc(NC(=O)Cc2ccc(NC(=O)C3CCCN(C(=O)c4ccccc4)C3)cc2)c1)C1CCCCC1 (stereo not given) | . | i
O=C(c1ccccc1)N(c1ccccc1)c1nccc2ccccc12 | . | i
CCOC(=O)[C@H]1[C@H]2COc3ccc(Br)cc3[C@H]2N2C(=O)CN(Cc3ccc(C)cc3)C(=O)[C@@]12C | . | i
C[C@]12c3[nH]c4ccc(Cl)cc4c3CCN1C(=O)[C@@H](CC(=O)NCCCn1ccnc1)C[C@@H]2C(=O)N1CCCCC1 | . | i
CC(C)C[C@H]1CN([C@@H](CC(C)C)CN2CCCC2CN2C(=S)NC[C@@H]2Cc2ccc(O)cc2)C(=S)N1CCc1ccccc1 (stereo not given in full) | . | i
CC(C)(C)OC(=O)N1CCC(C(=O)Nc2cccc(C(=O)NCc3ccccc3)c2)CC1 | . | i
O=C1NC[C@H](Cc2ccccc2)N(CC2CCN(CC3CCCC3)CC2)C1=O | . | i
CCC(=O)c1ccc(OCc2cn(CC(=O)c3ccc(O)cc3)nn2)cc1 | . | i
COc1ccc(CN(C)CCCn2cnc(C(=O)Nc3ccc(C)c(C)c3)n2)cc1OC | . | i
CN(CCc1ccccc1)C(=O)c1ccc(NC(=O)Cc2ccc(NC(=O)C3CCCN(C(=O)C4CCCC4)C3)cc2)cc1 (stereo not given) | . | i
CCN(CC)C(=O)[C@H]1C[C@H](CC(=O)NCc2ccco2)C(=O)N2CCc3c([nH]c4ccc(Cl)cc34)[C@]12C | . | i
CCCCCc1cc(OC)cc2c1C(=O)OC(C)(C)O2 | . | -11*
O=C1N[C@@H](c2ccccc2)COC(=O)[C@@H](Cc2ccc(F)cc2)CC/C=C/C[C@H]1CC(=O)N(CCO)Cc1ccccc1 | . | i
CCC[C@@H](CN1CCC[C@H]1CN1C(N)=NC[C@H]1C(C)C)N1C[C@@H]([C@H](C)CC)N(CCCC2CCCC2)C1=N | . | i
Nc1ncnc2c1ncn2[C@@H]1O[C@H](CNC(=O)[C@@H]2CCN2)[C@@H](O)[C@H]1O | . | i
O=C(Cc1cccc(NC(=O)C2CCCN(C(=O)C3CC3)C2)c1)Nc1cccc(C(=O)N2CCOCC2)c1 (stereo not given) | . | i
OC[C@@H]1[C@@H](c2ccc(F)cc2)C(c2ccccc2)=NN1c1ccccc1 | . | i
CN(C(=O)c1cccc(NC(=O)Cc2cccc(NC(=O)C3CCN(C(=O)c4ccccc4)CC3)c2)c1)C1CC1 | . | i
COc1ccc(CN2CCC3CC2c2cc(-c4cccc(C)c4)ccc23)cc1 (stereo not given) | . | i
Nc1ncnc2c1ncn2[C@@H]1O[C@H](CNC(=O)[C@@H]2CCCN2S(=O)(=O)c2ccc(F)cc2)[C@@H](O)[C@H]1O | . | i
COc1cc(/C=C/CNC[C@H]2O[C@@H](n3cnc(C(N)=O)n3)[C@H](O)[C@@H]2O)ccc1O | . | i
O=C(Cc1cccc(NC(=O)C2CCN(C(=O)c3ccccc3)CC2)c1)Nc1cccc(C(=O)N2CCOCC2)c1 | . | i
CN1CCC[C@H]1CCNc1ccc2c(=O)c3ccccc3n(C)c2c1 | . | i
CC(C)[C@@H]1CN=C(N)N1C[C@@H]1CCCN1C[C@H](C)N1C[C@@H](Cc2ccccc2)N(CCc2ccc(Cl)c(Cl)c2)C1=N | . | i
Oc1ccc(C[C@H]2CNC(=S)N2CC2CCCN2C[C@H](Cc2ccc(O)cc2)N2C[C@H](Cc3ccccc3)N(CC3CCCCCC3)C2=S)cc1 (stereo not given in full) | . | i
O=C(NCCCc1ccccc1)c1cccc(NC(=O)C2CCCC2)c1 | . | i
CCOC(=O)c1cc2c(c(-c3ccccc3)n1)[C@H](CCO)N(S(=O)(=O)C(C)(C)C)C2 | . | i
CCOC(=O)c1c(O)cc(OC)cc1CCc1ccccc1 | . | i
COc1ccc(CNC(=O)C[C@H]2C[C@H](C(=O)N3CCOCC3)[C@@]3(C)c4[nH]c5cc(CCC(=O)N(C)C)ccc5c4CCN3C2=O)cc1OC | . | i
CC[C@@H](C)[C@@H]1CN([C@@H](CN2CCC[C@H]2CN2C(N)=NC[C@H]2CC(C)C)C(C)C)C(=N)N1CCc1ccc(Cl)c(Cl)c1 | . | i
CC(C)(C)OC(=O)N(CCc1ccccc1)Cc1cccc(OCc2cccc(NC(=O)c3ccccc3)c2)c1 | . | i
C=CCOc1ccc(C[C@H](N)C(=O)NC[C@H]2O[C@@H](n3cnc4c(N)ncnc43)[C@H](O)[C@@H]2O)cc1 | . | i
CCN(CC)C(=O)[C@H]1CC(CC(=O)NCc2cccc(C(F)(F)F)c2)C(=O)N2CCc3c([nH]c4ccc(OC)cc34)[C@]12C (stereo not given in full) | . | i
COCCCNC(=O)CC1C[C@H](C(=O)N2CCOCC2)[C@@]2(C)c3[nH]c4ccc(OC)cc4c3CCN2C1=O (stereo not given in full) | . | i
Nc1ncnc2c1ncn2[C@@H]1O[C@H](CNS(=O)(=O)c2cc3ccccc3s2)[C@@H](O)[C@H]1O | . | i
CC(C)C[C@@H](CN1CCCC1CN1C(=S)NC[C@@H]1Cc1ccc(O)cc1)N1C[C@H](Cc2ccccc2)N(CC2CCCCC2)C1=S (stereo not given in full) | . | i
CC[C@]12c3[nH]c4ccc(Cl)cc4c3CCN1C(=O)[C@@H](CC(=O)NCCN1CCOCC1)C[C@@H]2C(=O)N1CCN(C(=O)c2ccco2)CC1 | . | i
CC(C)C[C@@H](CNCC(=O)[C@H](Cc1c[nH]c2ccccc12)NC(=O)c1[nH]cnc1C(=O)N[C@H](CN)CC(C)C)NC(=O)c1nc[nH]c1C(=O)N[C@@H](CC(=O)O)C(=O)O | . | i
Cc1ccccc1-c1cccc([C@@H]2C[C@H]3[C@H](CON3C)CN2S(=O)(=O)c2ccccc2C)c1 | . | i
CC(C)(C)OC(=O)N(CCc1ccccc1)Cc1cccc(OCc2cccc(NC(=O)C3CCCC3)c2)c1 | . | i

An excerpt from above in order of length of the SMILES, ascending.
SMILES | HDAC3 inh | KCNK3 block
CC(C)(C)OC(=O)N(CCc1ccccc1)Cc1cccc(OCc2cccc(NC(=O)C3CCCC3)c2)c1 | . | i
C=CCOc1ccc(C[C@H](N)C(=O)NC[C@H]2O[C@@H](n3cnc4c(N)ncnc43)[C@H](O)[C@@H]2O)cc1 | . | i
CC(C)C[C@@H](CN1CCCC1CN1C(=S)NC[C@@H]1Cc1ccc(O)cc1)N1C[C@H](Cc2ccccc2)N(CC2CCCCC2)C1=S (stereo not given in full) | . | i
CC[C@]12c3[nH]c4ccc(Cl)cc4c3CCN1C(=O)[C@@H](CC(=O)NCCN1CCOCC1)C[C@@H]2C(=O)N1CCN(C(=O)c2ccco2)CC1 | . | i

Remaining list, next part:
SMILES | HDAC3 inh | KCNK3 block
CC(C)=CCC/C(C)=C/CNC(=O)C[C@H]1C[C@H](C(=O)N(C(C)C)C(C)C)[C@@]2(C)c3[nH]c4cc(-c5ccco5)ccc4c3CCN2C1=O | . | i
Nc1ncnc2c1ncn2[C@@H]1O[C@H](CNCc2ccc(-c3cc(C(F)(F)F)ccc3Cl)o2)[C@@H](O)[C@H]1O | . | i
C[C@]12c3[nH]c4cc(-c5ccco5)ccc4c3CCN1C(=O)[C@@H](CC(=O)NCCc1ccccn1)C[C@@H]2C(=O)N1CCOCC1 | . | i
CCOc1ccc(CCN2C(=S)N([C@@H](CC(C)C)CN3CCCC3CN3C(=S)NC[C@@H]3Cc3ccc(O)cc3)C[C@@H]2CC(C)C)cc1 (stereo not given in full) | . | i
Cc1cccc(-c2ccc3c(c2)C2CC3CCN2)c1 (stereo not given) | . | i
Nc1ncnc2c1ncn2[C@@H]1O[C@H](CNCc2ccccc2OC2OC(CO)C(O)C(O)C2O)[C@@H](O)[C@H]1O (stereo not given in full) | . | i
CC(=O)N1C[C@H]2CON(C)[C@H]2C[C@H]1c1cccc(-c2ccccc2)c1 | . | i
Cc1ccc(S(=O)(=O)N2[C@@H](c3ccc(Cl)c(Cl)c3)C(C(=O)O)=C[C@H]2C(C)(C)C)cc1 | 2 | i
CCN(C[C@H]1N[C@@](Cc2ccccc2)(C(=O)OC)[C@H]2C(=O)N(Cc3ccccc3)C(=O)[C@@H]12)C(=O)NC(C)C | -2 | i
COCCCNC(=O)CC1C[C@H](C(=O)N2CCCCC2)[C@@]2(C)c3[nH]c4ccccc4c3CCN2C1=O (stereo not given in full) | 4 | i
CCN(C[C@H]1N[C@@](CC)(C(=O)OC)[C@H]2C(=O)N(Cc3ccccc3)C(=O)[C@@H]12)C(=O)c1ccc(F)cc1 | 1 | i
C[C@H](CO)N1C[C@H](C)[C@@H](CN(C)C)Oc2c(NS(=O)(=O)c3cn(C)cn3)cccc2C1=O | -4 | i
COC(=O)[C@]1(Cc2ccccc2)N[C@H](CN(C)S(=O)(=O)c2ccc(C(C)(C)C)cc2)[C@@H]2C(=O)N(Cc3ccccc3)C(=O)[C@@H]21 | 3 | i
C[C@]12c3[nH]c4ccccc4c3CCN1C(=O)C(CC(=O)NCc1cccc(C(F)(F)F)c1)C[C@@H]2C(=O)N1CCOCC1 (stereo not given in full) | 5 | i
C#CCOCCOCCOCCNc1nc(N2CCN(C(=O)[C@H](CCC(=O)O)n3cc(CN)nn3)CC2)nc(N2CCN(C(=O)[C@H](CCCCN)n3cc([C@@H](N)CC(N)=O)nn3)CC2)n1 | -16 | i
C=CCC[C@@H](Cc1ccc(F)cc1)C(=O)OC[C@@H](Cc1ccccc1)NC(=O)[C@H](CC=C)CC(=O)NCCO | 5 | i
COc1ccc(CNC(=O)CC2C[C@H](C(=O)N3CCOCC3)[C@@]3(CCC4CCCC4)c4[nH]c5ccccc5c4CCN3C2=O)cc1OC (stereo not given in full) | 11 | i
CN(Cc1ccco1)Cc1ccc(O)c2ncccc12 | -9 | i
CCCCCCC[C@@H](C/C=C/CCC(=O)N(C)C/C(=C/Cl)C/C(=C\C(=O)N1CC(OC)=CC1=O)OC)OC | 4 | -8.8*
CCN(C[C@H]1N[C@@](CC)(C(=O)OC)[C@H]2C(=O)N(Cc3ccccc3)C(=O)[C@@H]12)S(=O)(=O)c1ccc(F)cc1 | 4 | i

The closing 3 entries of the part before come first, to join the parts.
SMILES | HDAC3 inh | KCNK3 block
CN(Cc1ccco1)Cc1ccc(O)c2ncccc12 | -9 | i
CCCCCCC[C@@H](C/C=C/CCC(=O)N(C)C/C(=C/Cl)C/C(=C\C(=O)N1CC(OC)=CC1=O)OC)OC | 4 | -8.8*
CCN(C[C@H]1N[C@@](CC)(C(=O)OC)[C@H]2C(=O)N(Cc3ccccc3)C(=O)[C@@H]12)S(=O)(=O)c1ccc(F)cc1 | 4 | i
Cc1ccc(S(=O)(=O)N2[C@@H](c3cccc(C)c3)C(C(=O)O)=C[C@H]2C(C)(C)C)cc1 | 5 | i
C=CC[C@@H](CC(=O)N[C@@H](CO)Cc1ccccc1)C(=O)N[C@H](COC(=O)[C@@H](CC=C)CC(=O)OC(C)(C)C)Cc1c[nH]c2ccccc12 | 37* | i
CC[C@@]1(C(=O)OC)N[C@H](CN(C)C(=O)c2ccc(F)cc2)[C@@H]2C(=O)N(Cc3ccccc3)C(=O)[C@@H]21 | -1 | i
CN(C)CCCNC(=O)CC1C[C@H](C(=O)N2CCCCC2)[C@@]2(CCc3ccccc3)c3[nH]c4ccccc4c3CCN2C1=O (stereo not given in full) | -6 | i
CCN(C[C@H]1N[C@@](C)(C(=O)OC)[C@H]2C(=O)N(Cc3ccccc3)C(=O)[C@@H]12)S(=O)(=O)c1ccc(C(C)(C)C)cc1 | 19 | i
CCN(C[C@H]1N[C@@](CC)(C(=O)OC)[C@H]2C(=O)N(Cc3ccccc3)C(=O)[C@@H]12)S(=O)(=O)c1ccc(OC)cc1 | 5 | i
CC(C)NC(=O)Nc1ccc2c(c1)C(=O)N([C@H](C)CO)C[C@H](C)[C@@H](CN(C)S(=O)(=O)c1cn(C)cn1)O2 | -2 | i
CC[C@@H]1C=C(C(=O)O)[C@H](c2ccc(Cl)c(Cl)c2)N1S(=O)(=O)c1ccc(C)cc1 | -2 | i
CC[C@]12c3[nH]c4ccccc4c3CCN1C(=O)C(CC(=O)NCCC1=CCCCC1)C[C@@H]2C(=O)N1CCN(C(=O)C2CC2)CC1 (stereo not given in full) | -3 | i
CCN(CC)C(=O)[C@H]1CC(CC(=O)NCCCN(C)C)C(=O)N2CCc3c([nH]c4ccccc34)[C@]12C (stereo not given in full) | -4 | i
COc1ccc(CNC(=O)CC2C[C@H](C(=O)N(C(C)C)C(C)C)[C@@]3(C)c4[nH]c5ccccc5c4CCN3C2=O)cc1OC (stereo not given in full) | 7 | i
Cc1noc(C)c1NC(=O)Nc1ccc2c(c1)C(=O)N([C@H](C)CO)C[C@H](C)[C@@H](CN(C)S(=O)(=O)c1cn(C)cn1)O2 | -2 | i
C=CCC[C@@H](Cc1ccc(F)cc1)C(=O)OCCNC(=O)[C@H](CC=C)CC(=O)NCCO | -1 | i
C[C@H](CO)N1C[C@H](C)[C@@H](CN(C)S(=O)(=O)c2cccs2)Oc2c(NS(=O)(=O)c3ccc(F)cc3)cccc2C1=O | 6 | i
CC(C)NC(=O)N(C)C[C@H]1Oc2ccc(NC(=O)Cc3ccccc3)cc2C(=O)N([C@H](C)CO)C[C@@H]1C | -6 | i
C[C@H](CO)N1C[C@H](C)[C@@H](CN(C)S(=O)(=O)c2ccc(F)cc2)Oc2c(NC(=O)Cc3ccccc3)cccc2C1=O | -2 | i
C#CCOCCOCCOCCNc1nc(N2CCN(C(=O)C([C@@H](C)O)n3cc([C@@H](N)CCCCN)nn3)CC2)nc(N2CCN(C(=O)[C@H](CC(N)=O)n3cc([C@@H](N)C(C)C)nn3)CC2)n1 (stereo not given in full) | -1 | i
CC[C@@]1(C(=O)OC)N[C@H](CN(C)S(=O)(=O)c2ccc(-c3ccccc3)cc2)[C@@H]2C(=O)N(C)C(=O)[C@@H]21 | 1 | i
CC[C@@H]1C=C(C(=O)O)[C@H](c2ccc(C)cc2)N1S(=O)(=O)c1ccc(C)cc1 | -2 | i
